mcGAS RapidFire: inhibitors of mouse cGAS | Q8C6L5 | recombinant mouse cGAS, cGAMP by RapidFire MS | inhibition, % at 12.5 µM | hit rate 0.18% among 130,000 | AID 1259397;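 active = inhibition of cGAS enzyme activity at or above 60%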;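 also: enzyme stimulated by 45 bp dsDNA with ATP and GTP substrates; cGAMP share of summed cGAMP plus half ATP and half GTP signals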
Target sequence (Q8C6L5 whole entry, looked up): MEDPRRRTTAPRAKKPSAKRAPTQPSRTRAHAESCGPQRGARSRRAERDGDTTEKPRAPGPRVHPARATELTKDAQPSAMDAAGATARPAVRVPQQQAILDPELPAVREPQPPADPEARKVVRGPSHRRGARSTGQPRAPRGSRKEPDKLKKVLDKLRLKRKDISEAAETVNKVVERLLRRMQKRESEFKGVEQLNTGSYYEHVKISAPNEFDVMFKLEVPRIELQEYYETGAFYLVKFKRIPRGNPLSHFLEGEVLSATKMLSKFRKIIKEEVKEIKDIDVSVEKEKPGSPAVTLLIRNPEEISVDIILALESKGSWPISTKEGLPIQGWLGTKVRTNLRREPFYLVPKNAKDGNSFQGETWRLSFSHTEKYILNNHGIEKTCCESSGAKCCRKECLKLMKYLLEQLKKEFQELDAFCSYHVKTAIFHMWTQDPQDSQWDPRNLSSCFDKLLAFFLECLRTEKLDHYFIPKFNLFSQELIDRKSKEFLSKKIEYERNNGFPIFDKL
* hit, by the source's call; & = joins results of further samples; ! = repeats disagree.

SMILES	mcGAS RapidFire
CCOc1cc(CN2CCCC(N3CCC(CO)CC3)C2)ccc1OC (stereo unspecified)	-4.6
CCOC(C)C(=O)NC(CN(C)C1CCN(C)CC1)c1ccccc1 (stereo unspecified)	-9.8
N#Cc1c(Cl)nsc1NC1CCN(C(=O)c2ccco2)CC1	-11.9
CCOC(=O)N1CCC(NC(C)c2ccccc2-n2cccn2)CC1 (stereo unspecified)	-13.9
Cc1nn(CC(N)=O)c(=O)c2c1cnn2C(C)(C)C	-6.2
COCC(=O)N1CCCN(Cc2cn[nH]c2-c2cc(C)ccc2C)CC1	-5.4
CCOC(=O)C1(CCOC)CCCNC1 (stereo unspecified)	-36.2
O=C(CCc1nc2ccccc2s1)NC1CCCc2c1cnn2-c1ccc(F)cc1F (stereo unspecified)	-2.9
Cc1cn2c(=O)c(C(=O)Nc3ccccc3)cnc2s1	-0.7
CN1CCN(CCCNC(=O)CCc2ccccc2)C(c2ccccc2)C1 (stereo unspecified)	-5.2
Cc1cc(C)cc(-n2nnnc2SCC(=O)N2CCCC3CCCCC32)c1 (stereo unspecified)	-7.7
CCOC(=O)c1cnc2nc(-c3ccccc3)[nH]n2c1=O	12.1
Cc1cn2c3c(=O)n(CCCc4ccccc4)c(=O)n(C)c3nc2n1CCO	-5.4
O=C(Cn1c(-c2cnccn2)nc2ccccc21)Nc1nc(-c2ccco2)cs1	-1.7
NC(=O)NC(=O)CN1CCCC1Cc1cccc2ccccc12 (stereo unspecified)	-10.2
NC(=O)c1ccc(S(=O)(=O)N2CCN(Cc3ccc(C(=O)N4CCCC4)cc3)CC2)o1	21.4
CCCSc1nnc(Sc2ncccc2C(N)=O)s1	-2.9
C[n+]1c2cc(N)ccc2cc2ccc(N)cc21	98.9*!
c1ccc(-c2nc3ccccc3s2)nc1	0.9
CC(C)(C)n1ncc(NCC2CCCc3ccccc32)c(Cl)c1=O (stereo unspecified)	-7.9
Cc1ccsc1C(=O)N1CCC1(C)C(=O)Nc1cnc2ccccc2c1 (stereo unspecified)	-8.1
CC(NC(=O)CC1C=CCC1)c1ccc(C(F)(F)F)cc1 (stereo unspecified)	0.2
OC[C@H]1O[C@@H](Oc2cc(O)cc(/C=C/c3ccc(O)cc3)c2)[C@H](O)[C@@H](O)[C@@H]1O	5.2
Cn1ccsc1=NC(=O)c1cc(Cl)c2c(c1)OCCO2	-8.9
CC(NC(=O)c1cccs1)c1ccc(C(F)(F)F)cc1 (stereo unspecified)	-12.5
O=C(NCCOc1cc(N2CCCC2)ncn1)Nc1ccc(Cl)c(Cl)c1	4.2
CC1(C(=O)Nc2nccs2)CCN1C(=O)C1CCCCC1 (stereo unspecified)	3.8
CC(=O)C(CC(=O)O)C1C(=O)CC(C)(C)CC1=O (stereo unspecified)	-0.8
CCCc1cc(C(=O)N2CCCn3nc(C(=O)OC)cc3C2)n(C)n1	-15.4
CC(c1ccc(Cl)cc1)C(C)N(C)C(=O)NCCS(C)(=O)=O (stereo unspecified)	-14.8
CCCC1COCCN1C(=O)Cc1ccc(-n2cnnn2)cc1 (stereo unspecified)	-14.8
Cc1ccc(F)c(NC2CCCN(C(=O)COc3ccc(Cl)cc3)C2)c1 (stereo unspecified)	1.9
COC(=O)c1cn(Cc2cccc(C#N)c2)nc1S(=O)(=O)N1CCCCC1	3.6
O=C(C1CCCN(Cn2ncc3ccccc3c2=S)C1)N1CCOCC1 (stereo unspecified)	9.1
Cc1nonc1CN(C)Cc1cnc(S(=O)(=O)C(C)C)n1Cc1ccccc1F	-13.2
Cc1ccc(NC(=O)N2CCC(c3nc4ccccc4[nH]3)CC2)cc1C	-1.7
Cc1cc(=O)[nH]c(-n2nc(C3CC3)cc2NC(=O)COc2ccc(Cl)cc2Cl)n1	-5.0
S=C(NCCCn1ccnc1)Nc1ccccc1	-9.3
NC(=O)c1cnc2n1CCN(C(=O)c1cccc3c1NCCC3)C2	-0.5
O=C(c1cccc([N+](=O)[O-])c1)N1CCSC12CCNCC2	-3.3
Cn1c(SCc2ccccc2)nc2ccsc2c1=O	-6.1
Cc1cccc(NC(=O)CNC(=O)C(C)n2c(=O)oc3ccccc32)c1C (stereo unspecified)	-3.6
CCOC(=O)C1CCN(c2nc(C3CC3)ns2)CC1	3.4
CCc1oc2ccccc2c1CNC1CCN(C(=O)C2CC2)CC1	-10.4
c1cc(-c2ccc(CN(Cc3ccsc3)CC3CCCO3)o2)[nH]n1 (stereo unspecified)	-10.9
CCn1c(C)cc(O)c(C(c2ccccc2OC)N2CCN(c3ccc(F)cc3)CC2)c1=O (stereo unspecified)	-3.4
CN=C1CC(SC)=C1c1ccc(OC)cc1	-11.9
CCCCCC1C(=O)NC(SCC(=O)c2ccccc2)N(CC)C1=O (stereo unspecified)	-5.0

Part of the list above, reformatted.
Structure,mcGAS RapidFire
CCOc1cc(CN2CCCC(N3CCC(CO)CC3)C2)ccc1OC (stereo unspecified),-4.6
CCOC(C)C(=O)NC(CN(C)C1CCN(C)CC1)c1ccccc1 (stereo unspecified),-9.8
N#Cc1c(Cl)nsc1NC1CCN(C(=O)c2ccco2)CC1,-11.9
CCOC(=O)N1CCC(NC(C)c2ccccc2-n2cccn2)CC1 (stereo unspecified),-13.9
Cc1nn(CC(N)=O)c(=O)c2c1cnn2C(C)(C)C,-6.2
COCC(=O)N1CCCN(Cc2cn[nH]c2-c2cc(C)ccc2C)CC1,-5.4
CCOC(=O)C1(CCOC)CCCNC1 (stereo unspecified),-36.2
O=C(CCc1nc2ccccc2s1)NC1CCCc2c1cnn2-c1ccc(F)cc1F (stereo unspecified),-2.9
Cc1cn2c(=O)c(C(=O)Nc3ccccc3)cnc2s1,-0.7
CN1CCN(CCCNC(=O)CCc2ccccc2)C(c2ccccc2)C1 (stereo unspecified),-5.2
Cc1cc(C)cc(-n2nnnc2SCC(=O)N2CCCC3CCCCC32)c1 (stereo unspecified),-7.7
CCOC(=O)c1cnc2nc(-c3ccccc3)[nH]n2c1=O,12.1
Cc1cn2c3c(=O)n(CCCc4ccccc4)c(=O)n(C)c3nc2n1CCO,-5.4
O=C(Cn1c(-c2cnccn2)nc2ccccc21)Nc1nc(-c2ccco2)cs1,-1.7
NC(=O)NC(=O)CN1CCCC1Cc1cccc2ccccc12 (stereo unspecified),-10.2
NC(=O)c1ccc(S(=O)(=O)N2CCN(Cc3ccc(C(=O)N4CCCC4)cc3)CC2)o1,21.4

(cont.)
SMILES	mcGAS RapidFire
O=C(CSc1nnc(C2CC2)n1C1CC1)N1CCNC1=O	3.0
NC(N)=NN=C1c2ccccc2-c2ccccc21	1.2
O=C1NC2(CCCC2)CN(CCc2ccccc2)C1CC(=O)N1CCc2ccccc2C1 (stereo unspecified)	-1.8
COC(=O)c1nn(C)cc1N	2.5
CNC(=O)c1cccnc1N1C[C@@H]2C3CCC(CC3)[C@@H]2C1	-2.3
Cc1cccn2c(=O)c3cc(C(=O)N(CC(C)C)CC(C)C)sc3nc12	-9.8&1.8
c1cc(-c2ccc(-c3nccn3-c3ccc4cn[nH]c4c3)o2)[nH]n1	-8.3
Cc1ccc(OCCN2C(=O)c3ccccc3C2=O)c(C)c1	-8.5
O=C(c1ccn[nH]1)N1CCC(Nc2ccccc2F)CC1	-2.3
CCCn1c(C)cn2c3c(=O)n(CCN4CCCCC4)c(=O)n(C)c3nc12	-9.4
N#CCCn1nc(-c2ccccc2)cc1-c1ccccc1	5.0
CC1(C(=O)O)CCCN1C(=O)c1cccc(OC(F)(F)F)c1 (stereo unspecified)	3.8
O=C(CCCn1nnnc1CN1CCc2ccccc2C1)N1CCCC1	-1.6
Cc1ccc(-n2nc(-c3ccc(C)o3)cc2C(=O)O)c(C)c1	-0.6
COC(=O)c1cc(C2CC2)nc2c1c(-c1ccco1)nn2C1CCS(=O)(=O)C1 (stereo unspecified)	-8.7
COc1ccc(CNC(=O)C(C)N2CCN(S(=O)(=O)c3ccccc3F)CC2)cc1 (stereo unspecified)	0.1
CNC(=O)Nc1cccc(NC(=O)Cc2cc(C)ccc2C)c1	-8.6
O=c1c(O)c(-c2ccccc2)oc2cc(O)ccc12	-8.4
Cc1cc(NC(=O)CSc2ccc(-c3ccc(C)c(C)c3)nn2)no1	-9.4
CCC(Cc1ccc(C)cc1)NC(=O)N1CCOCC1 (stereo unspecified)	-4.3
CC(NC(=O)c1snnc1C(C)C)C1=CCCCC1 (stereo unspecified)	-21.1
O=C1CCC2(C(=O)Nc3ccc(Oc4ccccc4)cc3)SCCN12 (stereo unspecified)	-10.2
O=C(CSc1nnnn1C1CCCC1)c1ccc[nH]1	-0.4
O=C(O)CNc1cc(-c2ccccc2C(F)(F)F)c2cc[nH]c2n1	8.3
N#Cc1ccc(N2CCC(NC(=O)N3CCNC(=O)CC3)CC2)cc1	-6.1
CN(Cc1ccccc1)c1ncccc1CNC(=O)C1(C)CCCO1 (stereo unspecified)	-34.6
N#Cc1c(NC(=O)CSc2ccc3ccccc3n2)sc2c1CCCC2	-3.7
C#CCn1c(CCc2ccccc2)nc2ccccc21	17.4
CC(C)C(Sc1nnc(-c2ccco2)n1C)C(=O)NC(N)=O (stereo unspecified)	-9.7
Cc1cccnc1NCCNC(=O)c1cccc2ccnn12	-2.9
COCC1(C(=O)N2CC[C@@H](c3ccc4c(c3)OCO4)[C@H](O)C2)CCC1	-47.5
Cn1c(=O)c2c(ncn2CC(=O)Nc2nnc(C3CC3)s2)n(C)c1=O	-5.0
O=S(=O)(NCc1ccncc1)c1ccc(Br)cc1	-8.0
N#Cc1cnc(NC2CCCCC2)nc1N	-0.3
Cc1nc2ccc(Cl)cn2c(=O)c1NC(=O)CC1CCCC1	-13.8
Cc1ccc(COc2ccc([C@@H]3c4c(C)nn(C)c4NC(=O)[C@H]3NC(=O)c3ccccc3)cc2)cc1	-7.2
CC(C)=CC1C(C(=O)NS(=O)(=O)N2CCCCC2)C1(C)C (stereo unspecified)	-3.0
COc1cccc(CC2(CO)CCN(c3ncnc4sccc34)CC2)c1	-6.9
COc1ccc(-c2nn(-c3ccccc3C)cc2CN2CCNC(=O)C2)cc1F	-2.7&8.1
CC(=O)Oc1c[nH]c2ccccc12	3.8
O=C(COC(=O)C1SCCc2sccc21)NCc1ccc2c(c1)OCO2 (stereo unspecified)	-1.4
Cc1c(C(=O)NC2CCCC2)sc(=O)n1Cc1ccc(F)c(Cl)c1	7.3
CCCc1nc(C2CN(CC(=O)N(C)Cc3ccco3)CCO2)n[nH]1 (stereo unspecified)	-4.2
COc1cc(=O)n(-c2ccccc2)nc1C(=O)N1CCOCC1	-25.2
O=C(CCc1ccco1)N1CCN(C(=O)NC2CCCCC2)CC1	1.9
CC1CCN(C(=O)Nc2sc3c(c2C(=O)O)CC(C)(C)OC3)CC1	1.5
CCCC(C)(C)C(=O)N1CCC1(C)C(=O)NS(=O)(=O)c1ccccc1 (stereo unspecified)	-4.2
Cc1c(C)n(Cc2ccccc2)c2ncnc(N=CC(C#N)C#N)c12	-10.8
O=C(NCc1ccccc1CS(=O)(=O)N1CCOCC1)c1ccoc1	-4.4
COc1ccc(N=Cc2cc(Br)ccc2O)c(OC)c1	-4.2
Cc1n[nH]c(C)c1S(=O)(=O)N1CCOCC1	-6.4
CC(c1ccc(F)cc1)N1CCN(S(=O)(=O)N(C)C)CC1 (stereo unspecified)	-29.4
NC1(C(=O)O)CCN(Cc2cccn2-c2ncccn2)C1 (stereo unspecified)	5.8
Cc1ccc([N+](=O)[O-])cc1NC(=O)c1cc2ccccc2o1	-4.1
COc1cccc(CN2CCN(Cc3cc(Cl)ccc3O)CC2CCO)c1 (stereo unspecified)	-5.2
CC(Nc1cc(Cl)ccc1N1CCCCC1)C(=O)NCc1ccc2c(c1)OCO2 (stereo unspecified)	-4.3
NC(=O)c1cncc(Oc2cc(F)c(CN3CCCC3)c(F)c2)n1	11.5
Cc1cc(C(=O)Cn2cnc3sccc3c2=O)c(C)n1Cc1ccco1	-9.5
CCn1nnc2c(SC(C)C)ncnc21	-1.9
Cc1nn2cc(CNC3CCC4(CCNCC4)CC3)nc2s1	-2.2

Later entries:
SMILES	mcGAS RapidFire
CCC(C)N(C(=O)CN1CCN(c2cccc(C)c2C)CC1)C1CCS(=O)(=O)C1 (stereo unspecified)	15.6
N#CCNC(=O)CNc1cccc(Cl)c1N1CCOCC1	-10.0
CN1CCN(c2ccc(NC(=O)c3ccoc3)c(C(F)(F)F)c2)CC1	-8.4
CCN(CC(C)C#N)C(=O)CN1CCN(CC2CCCO2)CC1 (stereo unspecified)	-4.3
COC(=O)c1cccn1C1CCN(C(C)C(=O)NC(N)=O)CC1 (stereo unspecified)	-4.4
CC(c1cccnc1)N(C)Cc1ccc2ccccc2n1 (stereo unspecified)	-12.2
CCOCCCN(CC(C)C(=O)OC)C(=O)/C=C/c1cscn1 (stereo unspecified)	17.7
O=C(Nc1cc(Cl)ccc1C(F)(F)F)c1ncn(-c2ccccc2)n1	2.9
N#Cc1sc2nc3c(c(C4CC=CCC4)c2c1N)CCC3 (stereo unspecified)	-10.5
Cc1cc(N)nc(SCC(=O)NC2CCCCC2)n1	-21.1
O=C1c2ccc(O)cc2C(=O)c2ccc(O)cc21	6.7
COc1ccccc1CN(CCO)c1cccc(F)c1C#N	4.0
CON(C)C(=O)Nc1cnc(OC(c2ccccc2)C(F)(F)F)c(C)c1 (stereo unspecified)	-9.9
CN(C)C(C(=O)NC1CC1c1cccc(F)c1)c1ccccc1 (stereo unspecified)	-7.3
Cn1nc(C(=O)NC(c2ccccc2)c2ccncc2)c2ccccc2c1=O (stereo unspecified)	-18.2
COc1cccc(C(=O)N2CCCC(OCc3cccc(OC(F)(F)F)c3)C2)c1 (stereo unspecified)	-8.3
CC/C=C(\C)c1c(-c2ccccc2)ncn1CC(O)CO (stereo unspecified)	0.6
COC(=O)Cn1c(=O)c2c(nc3n(CC4CCCO4)c(C)cn23)n(C)c1=O (stereo unspecified)	-9.6
CCN(CC(=O)NC(C)(C)C)S(=O)(=O)c1cccc(Cl)c1Cl	0.7
CS(=O)(=O)c1ccc(SCC(O)c2ccccc2)c(S(C)(=O)=O)c1 (stereo unspecified)	7.3

An excerpt; count on the stated rates, not on these rows.
